GLP1R inv ag – GLP-1 receptor (human) inverse agonism; P43220; HEK293 GLP-1R CRE-luciferase, luminescence, 24 h; GLP-1R form is constitutively active; Potency, µM (top dose mostly 38.3 µM), for the others: at the highest dose activity change, negative = inhibition, most hits filed as inhibitors; 410,000 tested, 1.6% active; AID 624417; further: potency means the concentration at half of the fitted maximal effect; on the % scale 0 is the no-effect control and ±100 the full control effect; nearly all actives have a fitted effect of over 55% in size
Target sequence (P43220 whole entry, looked up): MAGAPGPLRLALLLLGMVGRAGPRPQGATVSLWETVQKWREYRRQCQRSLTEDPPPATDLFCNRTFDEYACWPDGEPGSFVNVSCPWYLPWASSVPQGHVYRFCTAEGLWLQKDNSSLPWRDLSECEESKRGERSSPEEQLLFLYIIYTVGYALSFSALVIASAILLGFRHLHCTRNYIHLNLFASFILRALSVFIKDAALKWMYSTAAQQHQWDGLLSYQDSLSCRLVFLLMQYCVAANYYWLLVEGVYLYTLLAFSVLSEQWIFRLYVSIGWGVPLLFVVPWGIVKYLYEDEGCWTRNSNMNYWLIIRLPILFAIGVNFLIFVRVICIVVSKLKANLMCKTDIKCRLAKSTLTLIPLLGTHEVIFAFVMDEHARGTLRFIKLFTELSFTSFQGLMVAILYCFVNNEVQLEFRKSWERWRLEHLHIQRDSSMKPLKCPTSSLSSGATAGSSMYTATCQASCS
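Readout was luciferase luminescence, measured 12 min after detection reagent at room temperature. Beforehand, GLP-1R reporter HEK293 cells had sat 12 h, then received compounds for 24 hr at 37 deg C.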
D3 antag – D3 dopamine receptor (human) antagonism; P35462; D3R cells, DiscoveRx beta-arrestin luminescence, antagonist mode; stronger effect = lower value; max response, negative = inhibition, %; 360,000 tested, 2.5% active; in the data active means max response below about -50%; inconclusive means no clear call, values can overlap the other calls; further: on the % scale 0 is the no-effect control and ±100 the full control effect; mostly tested at two doses, the higher about 12 µM
Target sequence (P35462 whole entry, looked up): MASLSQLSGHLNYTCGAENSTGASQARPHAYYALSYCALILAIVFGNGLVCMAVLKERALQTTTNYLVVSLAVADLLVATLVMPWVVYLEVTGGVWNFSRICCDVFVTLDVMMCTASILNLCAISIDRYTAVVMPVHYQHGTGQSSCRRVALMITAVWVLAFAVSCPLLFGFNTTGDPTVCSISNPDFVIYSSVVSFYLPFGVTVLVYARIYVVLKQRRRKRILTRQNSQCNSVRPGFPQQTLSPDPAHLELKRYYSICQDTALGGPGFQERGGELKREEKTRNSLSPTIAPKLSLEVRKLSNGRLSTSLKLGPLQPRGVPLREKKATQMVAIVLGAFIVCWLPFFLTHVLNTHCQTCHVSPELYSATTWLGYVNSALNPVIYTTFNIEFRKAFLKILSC
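Cells plated overnight at 1500 cells/well, then exposed to library compounds with dopamine controls for 90 minutes at 37 degrees C. DiscoveRx reagent added for 30–60 minutes at room temperature; luminescence read, quantitative HTS format.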
TDP43 rescue – inhibitors of TDP-43 toxicity in yeast. AID 652104. TDP-43 expressing yeast growth rescue, BacTiter-Glo, 24 h. 410,000 tested, 1.8% active. Potency, µM (doses to about 46.1 µM), for the others: at the top dose growth rescue (activation), actives largely listed as activators; further: potency means the concentration at half of the fitted maximal effect; % of control where 0% means no effect; nearly all actives have a fitted effect of over 50% in size
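Yeast expressing TDP-43 (pregrown in raffinose, seeded at OD600=0.02 in galactose medium) exposed to compounds 24 hr at 30 deg C. Growth read by BacTiter-Glo luminescence; rescue of toxicity appears as increased signal.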
D3 ag – agonists of human D3 dopamine receptor; max activation, %; AID 652048; 410,000 tested, 0.58% active; D3R DiscoveRx beta-arrestin cells, luminescence, 90 min; P35462; in the data active means max activation above about 30%; further: 0% is about no effect; mostly tested at two doses, the higher about 12 µM
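Agonist-mode cell screen: cells plated at 1500/well and incubated overnight at 37 °C, then exposed to library compounds for 90 min at 37 °C. Detection reagent was added for 30–60 min at room temperature, and luminescence was read.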
HEK293 tox – cytotoxicity in counter-screen for GLP-1R inverse agonists. HEK293 cAMP-luciferase reporter cells, luminescence, 24 h. Potency, µM (highest dose often 38.3 µM), for the others: at the highest dose activity change, negative = inhibition, hits mostly inhibitors. 410,000 tested, 0.13% active;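 further: loss of luciferase light is scored as toxicity; potency means the concentration at half of the fitted maximal effect; on the % scale 0 is the no-effect control and ±100 the full control effect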
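Compound-treated cells are incubated 24 hr at 37 deg C under 5% CO2 after a 12 hour attachment period, then luciferase detection reagent is added and luminescence is measured following 12 min at room temperature; lowered signal indicates toxicity.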
aSyn yeast inh – inhibitors of alpha-synuclein toxicity in yeast; Yeast expressing alpha-synuclein, growth rescue, BacTiter-Glo, 24 h; Potency, µM (top dose mostly 46.1 µM), without a hit: top-dose growth rescue (activation), usual class: activators; 370,000 tested, 0.14% active; further: potency means the concentration at half of the fitted maximal effect; % of control where 0% means no effect; nearly all actives have a fitted effect of over 65% in size
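Screening used galactose-induced yeast with toxic alpha-synuclein levels, exposed to compound for 24 hr at 30 deg C. Cell growth, read with BacTiter-Glo luminescence, gave the measured signal.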
GLP-1R agonist – activates the human GLP-1 receptor; AID 624172; 380,000 tested, 0.007% active; P43220; Potency, µM (highest dose often 45.6 µM), for inactives: top-dose activation, usual class: activators; HEK293 GLP-1R CRE-luciferase, luminescence, 4-6 h; cells express a hypersensitive GLP-1R form; further: potency means the concentration at half of the fitted maximal effect; % of control where 0% means no effect
PTHR1 agonist – agonists of human PTHR1 parathyroid hormone receptor; Potency, µM (series often up to 115 µM), for the others: at the top dose activation, most hits filed as activators; 410,000 tested, 0.075% active; AID 743266; HEK293 GP2 PTHR1 cells, GloSensor cAMP luminescence, 1 h; Q03431; further: potency means the concentration at half of the fitted maximal effect; nearly all actives have a fitted effect of over 55% in size; some results filed as inactive show a strong effect at the top dose; inactives centre near -15; many of its hits are not listed in these tables
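HEK-293-derived GP2 cells expressing PTHR1 and a GloSensor cAMP reporter, 3,000/well, plated overnight, given luciferin plus IBMX (each 0.5 mM as added) for 1 h at 37 °C, then compound for 1 h at 37 °C. Luminescence was read after 15 min at room temperature.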
KB-V1 cytotox – kills drug-selected multidrug resistant KB-V1 cells; 400,000 tested, 3.4% active; KB-V1 MDR cells viability, CellTiter-Glo, 72 h; AID 1347076; Potency, µM (titrated, usually from 46.1 µM), inactives show top-dose activity change, negative = cytotoxicity, usual class: cytotoxic; further: potency means the concentration at half of the fitted maximal effect; on the % scale 0 is the no-effect control and ±100 the full control effect; nearly all actives have a fitted effect of over 60% in size
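Cells of the MDR subline KB-V1 are plated, dosed with compound at multiple concentrations, and incubated 72 h at 37 degrees C; CellTiter-Glo is then added and luminescence read after 10 min.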
Active calls of the source: *; i = inactive; ? = inconclusive; / = not tested or not shown; [ ] = remark or other dose. Unless noted, the call rests on the fitted dose curve; in most records, active means well fitted curve in the direction sought with a large enough effect; inconclusive means small, poorly fitted or top-dose-only effect, or another doubt; inactive means no such curve, though single readings can be large; an effect the other way counts as inactive or inconclusive. The list is partial (hit frequency here may not be typical).

SMILES	GLP1R inv ag	D3 antag	TDP43 rescue	D3 ag	HEK293 tox	aSyn yeast inh	GLP-1R agonist	PTHR1 agonist	KB-V1 cytotox
Cc1ccc(S(=O)(=O)NCCSc2nnnn2-c2ccc(C(N)=O)cc2)cc1	4%	-13	20%	-1	2%	4%	-2%	i	?
Cc1ccc(NC(=O)c2cc([N+](=O)[O-])ccc2Cl)c(O)c1	?	1	?	-7	-11%	7%	8%	-31%[inhibitor]	-19%
CN1CCN(CCC(=O)Nc2ccc(Cl)cc2)CC1	1%	/	14%	5	1%	/	/	i	7%
O=C(NNC(=S)Nc1ccccc1C(F)(F)F)c1cccnc1	15%	6	16%	1	-5%	1%	0%	-24%	4%
CCc1nnc(NS(=O)(=O)c2ccc(NC(=O)CCC(=O)O)cc2)s1	18%	-19	-1%	-4	8%	-1%	-5%	2%	-3%
CCOc1ccc(-n2c(=S)sc3c(=O)[nH]c(SCC(=O)N4CCC(C)CC4)nc32)cc1	?	8	-12%	-1	-5%	3%	3%	-33%[inhibitor]	2%
O=C(Nc1ccccc1NC(=O)c1ccc(F)cc1)c1ccc(F)cc1	7%	25	12%	4	0%	-8%	0%	i	8%
COc1ccc(C(=O)c2[nH]c(N)c(C(=O)NCCc3c[nH]c4ccccc34)c2-c2ccc(OC)c(OC)c2)cc1	-23%	43	25%	7	-5%	-8%	-1%	-10%	-25%
COc1cccc(CC(=O)Nc2ccc(S(=O)(=O)Nc3nc(C)cc(C)n3)cc2)c1	-3%	16	23%	8	-5%	4%	15%	i	?
CCC(CC)NC(=O)c1n[nH]c(=O)c2ccccc12	12%	-9	19%	1	-11%	2%	-2%	-7%[57.5 µM]	9%
O=C(Cc1ccc(-n2c(=O)[nH]c3ccsc3c2=O)cc1)N1CCN(c2ccc(Cl)cc2)CC1	?	-10	-18%	-15	4%	-5%	7%	-38%[inhibitor]	14%
CC(C)[C@H](NC(=O)C1CCN(S(=O)(=O)c2ccc(F)cc2)CC1)C(=O)NCc1ccco1	?	15	12%	4	-3%	0%	-4%	i	-11%

Shown comma-delimited: part of the list above.
Molecule,GLP1R inv ag,D3 antag,TDP43 rescue,D3 ag,HEK293 tox,aSyn yeast inh,GLP-1R agonist,PTHR1 agonist,KB-V1 cytotox
Cc1ccc(NC(=O)c2cc([N+](=O)[O-])ccc2Cl)c(O)c1,?,1,?,-7,-11%,7%,8%,-31%[inhibitor],-19%
CN1CCN(CCC(=O)Nc2ccc(Cl)cc2)CC1,1%,/,14%,5,1%,/,/,i,7%
O=C(NNC(=S)Nc1ccccc1C(F)(F)F)c1cccnc1,15%,6,16%,1,-5%,1%,0%,-24%,4%
CCc1nnc(NS(=O)(=O)c2ccc(NC(=O)CCC(=O)O)cc2)s1,18%,-19,-1%,-4,8%,-1%,-5%,2%,-3%
CCOc1ccc(-n2c(=S)sc3c(=O)[nH]c(SCC(=O)N4CCC(C)CC4)nc32)cc1,?,8,-12%,-1,-5%,3%,3%,-33%[inhibitor],2%
O=C(Nc1ccccc1NC(=O)c1ccc(F)cc1)c1ccc(F)cc1,7%,25,12%,4,0%,-8%,0%,i,8%
COc1ccc(C(=O)c2[nH]c(N)c(C(=O)NCCc3c[nH]c4ccccc34)c2-c2ccc(OC)c(OC)c2)cc1,-23%,43,25%,7,-5%,-8%,-1%,-10%,-25%
COc1cccc(CC(=O)Nc2ccc(S(=O)(=O)Nc3nc(C)cc(C)n3)cc2)c1,-3%,16,23%,8,-5%,4%,15%,i,?
CCC(CC)NC(=O)c1n[nH]c(=O)c2ccccc12,12%,-9,19%,1,-11%,2%,-2%,-7%[57.5 µM],9%

Carrying on.
SMILES	GLP1R inv ag	D3 antag	TDP43 rescue	D3 ag	HEK293 tox	aSyn yeast inh	GLP-1R agonist	PTHR1 agonist	KB-V1 cytotox
Cc1ccc2nc(SCC(=O)Nc3ccc4c(c3)OCCO4)[nH]c2c1	6%	16	8%	0	-2%	-1%	8%	0%	-15%
C#CC(CC)(CC)NC(=O)NC1CCCCC1	-12%	-9	-6%	-8	1%	-5%	5%	i	-12%
Cc1cccc(-n2nc3c(c2NC(=O)c2cc4ccccc4o2)CS(=O)(=O)C3)c1	6%	-12	23%	0	1%	4%	8%	i	?
CN(CC(=O)NCc1ccc2c(c1)OCO2)S(=O)(=O)c1ccc(Cl)cc1	?	8	21%	1	-9%	2%	-4%	i	0%
CCOC(=O)/C(C#N)=C\c1ccc(O)c(OC)c1	0%	-1	25%	5	-19%	-2%	-1%	i	3%
O=C(Nc1c(C(=O)Nc2cccc(F)c2)oc2ccccc12)c1cc2ccccc2o1	7%	/	?	4	0%	/	-4%	i	-5%
Cc1ccc(NC(=O)N(CCC#N)Cc2ccccc2)cc1	10%	16	13%	0	-2%	6%	-6%	i	-6%
COc1cc(Cl)c(C)cc1NC(=O)c1cnc(N2CCOCC2)c2ccccc12	-25%	/	20%	12	6%	/	/	i	-4%
CCN(CC)P(=O)(Nc1ccc(SC(F)F)cc1)c1ccc(N(C)C)cc1NC(=O)c1ccco1 (stereo not drawn)	2.5µM*	6	6%	-7	-10%	1%	5%	-3%	17%
O=C(N/N=C/c1cccs1)c1cc(-c2ccc(Cl)s2)[nH]n1	22%	6	-9%	-18	-18%	-3%	20%	i	-26%
N#CC1(NC(=O)COC(=O)CCN=C2NS(=O)(=O)c3ccccc32)CCCCC1	4%	19	7%	3	-1%	-1%	0%	-35%	-2%
CCOC(=O)c1nn(-c2ccccc2C)c2nc(-c3ccc(Cl)cc3)c(C#N)c(=O)n12	7%	0	4%	-4	6%	2%	5%	i	-4%
CS(=O)(=O)N1CCN(C(=O)c2cccnc2)CC1	10%	-11	-23%	-4	20%	-5%	0%	-22%[57.5 µM]	1%
Cc1ccc(NC(=O)Cn2c(=O)n(CCC(=O)NCCc3ccccc3)c(=O)c3ccccc32)cc1	16%	/	?	3	0%	/	-7%	-3%	0%
O=[N+]([O-])c1cccc(CON=Cc2ccccc2O)c1	?	?	?	-9	0%	6%	27%	-17%	4%
O=C(NCC1COc2ccccc2O1)C1C2C=CC3(CN(Cc4cccs4)C(=O)C13)O2 (stereo not drawn)	5%	-6	-14%	-4	?	-2%	-3%	i	-3%
CCCOc1ccc(N2C(=O)CC(NCc3ccncc3)C2=O)cc1 (stereo not drawn)	8%	0	-11%	0	5%	-5%	-8%	-4%	0%
Nn1c(SCC(=O)Nc2nc3ccccc3s2)nncc1=O	-8%	-13	-2%	-1	7%	4%	-16%	i	-27%
O=C(CCCc1ccccc1)NCCN1CCOCC1	1%	-13	-9%	-8	72%[activator]	-2%	2%	26%	?
CSC1=NC2(CCN(C(=O)NC3CCCCC3)CC2)N=C1c1ccc(C(C)(C)C)cc1	7%	/	3%	-1	-3%	/	/	i	19%
CCCOC(=O)C1[C@H]2C(=O)N(C(C)c3ccc(OC)cc3)C[C@]23C=C[C@H]1O3 (stereo partly drawn)	1%	17	-6%	4	-4%	1%	1%	i	0%
O=c1cc(CN2CCN(CCO)CC2)c2cc3c(cc2o1)CCC3	2%	?	16%	-6	4%	0%	8%	i	0%
CCCC(=O)NC(=S)Nc1ccc(C(C)=O)cc1	16%	15	-5%	-2	-16%	4%	1%	i	1%
CCN(C(=O)CSc1nnc(-c2ccc(F)cc2)c2ccccc12)C1CCS(=O)(=O)C1 (stereo not drawn)	-11%	4	1%	-1	-13%	-1%	17%	-58%[inhibitor]	12%
CCC1=C(OC(=O)N(CC)CC)N2C(=O)OC(=NCC(=O)OC)[C@]2(Cc2ccccc2)[C@H]2C1=CC[C@H]1C(=O)N(CC(=O)OC)C(=O)[C@H]12	10%	-13	4%	-7	6%	1%	-3%	-14%	7%
O=C(O)C(Cc1ccccc1)NS(=O)(=O)c1ccc2c(c1)OCCO2 (stereo not drawn)	-14%	-29	-16%	-7	-6%	-11%	-8%	i	12%
CC(C)n1cc([C@@H]2C[C@H]3CN(Cc4cccc(Cl)c4)C(=O)[C@]34CCCN24)cn1	-10%	-3	-13%	0	-7%	-1%	10%	i	14%
CC(C)(C)C(=O)N1CCC[C@H]1C(O)(c1ccccc1)c1ccccc1	?	?	-1%	4	1%	2%	-6%	i	7%
CCOc1ccc(NC(=O)CN(c2ccc(OCC)cc2)S(=O)(=O)c2c(C)[nH]c(=O)[nH]c2=O)cc1	16%	2	11%	0	4%	4%	-1%	7%	?
CC(=O)c1cccc(CN2CCN(C(C)C)C(CCO)C2)c1 (stereo not drawn)	-9%	-19	-11%	-16	12%	-1%	1%	i	4%
O=C(Nc1cc(S(=O)(=O)N2CCOCC2)ccc1N1CCCC1)c1cc(=O)[nH]c2ccccc12	10%	3	4%	2	-1%	6%	10%	i	-2%
O=C(CSc1nnc2ccccn12)N1CCc2ccccc2C1	8%	-12	-11%	-11	-1%	-7%	-4%	-12%[57.5 µM]	0%
CCc1ccc(C(=O)NNc2ccccc2F)cc1	?	4	1%	-12	-19%	5%	10%	-13%	0%
COc1cc(C2c3sc(=O)[nH]c3SC3C(=O)N(c4ccc(C)cc4)C(=O)C32)ccc1O (stereo not drawn)	-9%	-6	20%	0	0%	4%	-1%	i	26%
